DRD3 antagonist – blocks the human D3 dopamine receptor | P35462 | D3R cells, DiscoveRx beta-arrestin luminescence, antagonist mode; stronger effect = lower value | max response, negative = inhibition, % | actives 2.5% (n = 360,000); in the data active = max response below about -50%; inconclusive = no clear call, values can overlap the other calls; also: % is scaled to controls: 0 for no effect and ±100 for the full control effect; mostly tested at two doses, the higher about 12 µM
Target sequence (P35462 whole entry, looked up): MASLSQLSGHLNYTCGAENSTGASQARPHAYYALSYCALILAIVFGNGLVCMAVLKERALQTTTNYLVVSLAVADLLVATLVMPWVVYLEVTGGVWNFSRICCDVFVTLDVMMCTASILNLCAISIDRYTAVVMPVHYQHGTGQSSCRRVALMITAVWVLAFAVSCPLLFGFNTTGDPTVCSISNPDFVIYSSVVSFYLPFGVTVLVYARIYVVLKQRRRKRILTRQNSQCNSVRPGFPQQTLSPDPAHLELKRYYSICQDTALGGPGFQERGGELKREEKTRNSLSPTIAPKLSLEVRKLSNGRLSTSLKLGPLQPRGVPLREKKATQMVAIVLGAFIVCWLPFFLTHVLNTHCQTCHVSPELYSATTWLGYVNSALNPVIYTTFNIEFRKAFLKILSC
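Cells plated overnight at 1500 cells/well, then exposed to library compounds with dopamine controls for 90 minutes at 37 degrees C. DiscoveRx reagent added for 30–60 minutes at room temperature; luminescence read, quantitative HTS format.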
GLP-1R agonist – activates the human GLP-1 receptor | actives 0.007% (n = 380,000) | Potency, µM (series often up to 45.6 µM), for the others: at the highest dose activation, most hits filed as activators | P43220 | AID 624172 | HEK293 GLP-1R CRE-luciferase, luminescence, 4-6 h; cells express a hypersensitive GLP-1R form; also: potency is read from the fitted curve at half-maximal effect; % of control where 0% means no effect
Target sequence (P43220 whole entry, looked up): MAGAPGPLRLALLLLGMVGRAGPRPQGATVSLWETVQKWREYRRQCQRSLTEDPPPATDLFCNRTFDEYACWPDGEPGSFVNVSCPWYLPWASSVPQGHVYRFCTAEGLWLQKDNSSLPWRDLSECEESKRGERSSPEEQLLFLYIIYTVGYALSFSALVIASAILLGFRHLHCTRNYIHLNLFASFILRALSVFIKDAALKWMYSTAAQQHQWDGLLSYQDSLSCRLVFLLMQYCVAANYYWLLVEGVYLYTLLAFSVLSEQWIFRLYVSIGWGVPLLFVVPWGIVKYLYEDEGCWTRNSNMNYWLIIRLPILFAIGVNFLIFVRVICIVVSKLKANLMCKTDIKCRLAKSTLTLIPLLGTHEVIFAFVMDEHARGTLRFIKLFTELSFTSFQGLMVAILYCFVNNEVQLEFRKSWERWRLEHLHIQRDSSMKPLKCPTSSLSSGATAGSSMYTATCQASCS
KB-V1 cytotox – KB-V1 MDR subline cytotoxicity. KB-V1 MDR cells viability, CellTiter-Glo, 72 h. AID 1347076. actives 3.4% (n = 400,000). Potency, µM (highest dose often 46.1 µM), for inactives: at the highest dose activity change, negative = cytotoxicity, usual class: cytotoxic; also: potency is read from the fitted curve at half-maximal effect; % is scaled to controls: 0 for no effect and ±100 for the full control effect; nearly all actives have a fitted effect of over 60% in size
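Cells of the MDR subline KB-V1 are plated, dosed with compound at multiple concentrations, and incubated 72 h at 37 degrees C; CellTiter-Glo is then added and luminescence read after 10 min.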
DRD3 agonist – activates the human D3 dopamine receptor; actives 0.58% (n = 410,000); P35462; D3R DiscoveRx beta-arrestin cells, luminescence, 90 min; max activation, %; in the data active = max activation above about 30%; also: 0% is about no effect; mostly tested at two doses, the higher about 12 µM
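Agonist-mode cell screen: cells plated at 1500/well and incubated overnight at 37 °C, then exposed to library compounds for 90 min at 37 °C. Detection reagent was added for 30–60 min at room temperature, and luminescence was read.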
aSyn rescue – inhibitors of alpha-synuclein toxicity in yeast; Yeast expressing alpha-synuclein, growth rescue, BacTiter-Glo, 24 h; Potency, µM (top dose mostly 46.1 µM), without a hit: top-dose growth rescue (activation), hits mostly activators; actives 0.14% (n = 370,000); AID 652106; also: potency is read from the fitted curve at half-maximal effect; % of control where 0% means no effect; nearly all actives have a fitted effect of over 65% in size
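Readout is rescue of growth in alpha-synuclein-expressing yeast, so inhibitors of toxicity appear as activators. Growth after 24 hr at 30 deg C in galactose medium is quantified by luminescence.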
GLP1R inv ag – acts as inverse agonist at human GLP-1 receptor; P43220; HEK293 GLP-1R CRE-luciferase, luminescence, 24 h; GLP-1R form is constitutively active; Potency, µM (titrated, usually from 38.3 µM), without a hit: at the highest dose activity change, negative = inhibition, usual class: inhibitors; actives 1.6% (n = 410,000); also: potency is read from the fitted curve at half-maximal effect; % is scaled to controls: 0 for no effect and ±100 for the full control effect; nearly all actives have a fitted effect of over 55% in size
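Inverse agonists were sought by their lowering of basal cAMP reporter luciferase output in HEK293 cells stably carrying constitutively active human GLP-1R, after 24 h compound treatment.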
TDP-43 yeast inh – rescues yeast growth from TDP-43 toxicity | TDP-43 expressing yeast growth rescue, BacTiter-Glo, 24 h | Potency, µM (titrated, usually from 46.1 µM), for inactives: at the top dose growth rescue (activation), actives largely listed as activators | actives 1.8% (n = 410,000) | AID 652104; also: potency is read from the fitted curve at half-maximal effect; % of control where 0% means no effect; nearly all actives have a fitted effect of over 50% in size
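Cell-based yeast growth screen: TDP-43 expression induced in galactose, inoculum OD600=0.02 after raffinose pregrowth to mid-log. Read-out BacTiter-Glo luminescence at 24 hr, 30 deg C; inhibition of toxicity seen as signal increase.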
PTHR1 agonist – activates the human parathyroid hormone receptor PTHR1; Q03431; HEK293 GP2 PTHR1 cells, GloSensor cAMP luminescence, 1 h; Potency, µM (highest dose often 115 µM), for the others: top-dose activation, actives largely listed as activators; actives 0.075% (n = 410,000); AID 743266; also: potency is read from the fitted curve at half-maximal effect; nearly all actives have a fitted effect of over 55% in size; some results filed as inactive show a strong effect at the top dose; inactives centre near -15; many of its hits are not listed in these tables
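HEK-293-derived GP2 cells expressing PTHR1 and a GloSensor cAMP reporter, 3,000/well, plated overnight, given luciferin plus IBMX (each 0.5 mM as added) for 1 h at 37 °C, then compound for 1 h at 37 °C. Luminescence was read after 15 min at room temperature.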
GLP1R cytotox – cytotoxicity in counter-screen for GLP-1R inverse agonists; actives 0.13% (n = 410,000); AID 624418; HEK293 cAMP-luciferase reporter cells, luminescence, 24 h; Potency, µM (top dose mostly 38.3 µM), for inactives: at the top dose activity change, negative = inhibition, actives largely listed as inhibitors;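 also: loss of luciferase light is scored as toxicity; potency is read from the fitted curve at half-maximal effect; % is scaled to controls: 0 for no effect and ±100 for the full control effect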
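Step one: seed cells (200 cells/uL, DMEM with 10% Nu serum, 1% pen-strep). Step two: 12-hour incubation at 37 deg C. Step three: pin 23 nL compound, incubate 24 hr. Step four: add luciferase reagent, read luminescence 12 min later.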
* marks the source's active call; other numbers are inactive results; i = inactive; ? = inconclusive; . = no result given; [ ] = remark or other dose. Unless noted, calls follow the shape of the dose curve; as a rule, active = well fitted curve in the direction sought with a large enough effect; inconclusive = small, poorly fitted or top-dose-only effect, or another doubt; inactive = no such curve, though single readings can be large; an effect the other way counts as inactive or inconclusive.

SMILES	DRD3 antagonist	GLP-1R agonist	KB-V1 cytotox	DRD3 agonist	aSyn rescue	GLP1R inv ag	TDP-43 yeast inh	PTHR1 agonist	GLP1R cytotox
Cc1nc2ccccc2nc1OCC(=O)Nc1ccc2ccccc2c1	7	1%	?	14	0%	17%	-6%	i	0%
COC(=O)Cc1c(O)ccn(Cc2cccc(C(F)(F)F)c2)c1=O	-72*	-1%	-7%	-1	-4%	-3%	4%	i	3%
COC(=O)c1ccc(C(=O)OC)c(NS(=O)(=O)c2ccc(NC(C)=O)cc2)c1	-26	0%	1%	7	1%	-8%	-7%	-17%[57.5 µM]	-16%
Cc1nn2c(=O)cc(CSCC(=O)Nc3ccccc3Cl)nc2s1	-12	-2%	-14%	-4	-4%	8%	-8%	?	0%
CCNC(=O)C1(C)CCCN(Cc2cccc3c(OC)cc(C(=O)OCC)cc23)C1 (stereo not given)	0	4%	2%	9	4%	-15%	2%	-26%	-9%
Cc1ccccc1-c1nc(CS(=O)CC(=O)NC(C)CCc2ccccc2)c(C)o1 (stereo not given)	-27	-1%	-19%	-19	3%	?	-21%	-27%	-6%
COc1ccc(N2CCN(C(=O)CNC(=O)c3ccco3)CC2)cc1	1	0%	?	8	-3%	18%	15%	-10%	12%
N#Cc1ccc(C(=O)Nc2nnc(-c3ccccn3)o2)cc1	0	-3%	-15%	-8	-7%	23%	-6%	-9%	12%
O=C(NCCCSc1ccccc1)c1cnc(Cl)c(Cl)c1	9	0%	-4%	0	5%	-8%	?	-31%[inhibitor]	3%
COCCNC(=O)c1cc2c3ccccc3n(C)c2s1	?	4%	-26%	-2	1%	0%	12%	i	5%
O=C(Nc1ccccc1)c1cccc2c(Br)cccc12	3	11%	3%	8	0%	10%	7%	i	3%
CCOC(=O)c1c(NC(=O)Cn2cnc3sc(C)c(-c4ccccc4)c3c2=O)sc(C)c1C	-14	8%	7%	-5	-6%	4%	2%	3%	-6%
CCC(=O)Nc1ccc(NC(=O)c2ccc3ccccc3c2)cc1	8	-2%	14%	7	4%	12%	3%	-13%	9%
COc1ccc(C(=O)Nc2oc(-c3ccccc3)c(-c3ccccc3)c2C#N)cc1OC	-21	0%	0%	3	9%	?	-6%	-4%[57.5 µM]	7%
N#CC1(NC(=O)COC(=O)C2=COCCO2)CCCCC1	7	-5%	0%	-2	-6%	2%	5%	i	2%
CCOC(=O)C1(Cc2cccc(Cl)c2)CCCN(C(=O)CCNC(C)=O)C1 (stereo not given)	6	10%	0%	9	1%	11%	-16%	-5%	6%
O=C(Nc1cc(S(=O)(=O)N2CCOCC2)ccc1N1CCCC1)c1cnccn1	4	-1%	19%	2	2%	-6%	-15%	i	-5%
Cc1ccc(CNC(=O)CCS(=O)(=O)c2ccc(Cl)cc2)cc1	12	-3%	11%	-5	-7%	-6%	5%	i	0%
CCCCCC(=O)NNC1=NCC(Cc2cccc(Cl)c2)S1 (stereo not given)	20	0%	?	5	-10%	-13%[7.66 µM]	-17%	i	10%[7.66 µM]
CC(=O)C(C(C)=O)c1cc(NS(=O)(=O)c2ccccc2)ccc1NS(=O)(=O)c1ccccc1	-8	14%	-17%	-7	-7%	12%	0%	-59%[inhibitor]	3%
Cc1ccccc1-n1c(SCC(=O)N(C)C2CCS(=O)(=O)C2)nc2ccccc2c1=O (stereo not given)	10	12%	-9%	3	0%	62%[activator]	2%[9.22 µM]	0%	10%
COCCn1c(SCC(=O)NCC(c2ccccc2)N(C)C)nc2sc3c(c2c1=O)CCC3 (stereo not given)	-9	13%	-19%	-10	-4%	-27%	-17%	i	3%
O=C(CCNC(=O)c1ccco1)Nc1ccc(OC(F)(F)F)cc1	11	11%	0%	10	0%	15%	-1%	i	-2%
CCOC(=O)c1ccc(NC(=O)C2(c3ccc(Cl)cc3)CCCC2)cc1	8	-8%	?	-9	0%	?	-7%	-8%[57.5 µM]	-16%
CC(C)CN(C(=O)COC(=O)CNC(=O)c1ccccc1F)C1CCS(=O)(=O)C1 (stereo not given)	-14	2%	2%	-5	-8%	8%	-24%	38%	-2%
CC1CN(S(=O)(=O)c2ccc(C(=O)N3c4ccccc4CC3C)cc2)CC(C)O1 (stereo not given)	-19	1%	?	0	-4%	1%	1%	-9%	-8%
Cn1ncc2c(Nc3cccc(C#N)c3)ncnc21	.	.	.	-17	.	13%	-14%	6%	0%
CCOC(=O)CCN(C(=S)Nc1ccccc1)C1CCCCC1	-4	11%	1%	-10	-2%	16%	-11%	-6%	-3%
CCC(C)[C@H](NC(=O)NCc1ccccn1)C(=O)OC (stereo not given in full)	-5	5%	0%	-13	-7%	11%	-24%	17%	8%
CNC(=O)c1ccc(CNC(=O)OCC(F)(F)F)cc1	-16	-3%	16%	1	-11%	10%	18%	i	-13%
CC(=O)N1CCc2cc(NS(=O)(=O)c3cccs3)ccc21	-4	0%	-3%	-4	14%	9%	0%	-61%[inhibitor][57.5 µM]	17%
Cc1ccc(C)c(C(=O)CSc2nc(C)cc(=O)[nH]2)c1	4	-4%	-11%	10	6%	20%	8%	-10%	0%
CSc1nc2ccc(NS(=O)(=O)c3ccccc3F)cc2s1	21	5%	6%	1	0%	11%	16%	i	-5%
CN(CC(=O)N1CCN(Cc2ccccc2)CC1)S(=O)(=O)c1ccc(F)cc1	-59*	1%	?	-9	-5%	-4%	9%	i	6%
COC(=O)c1c(C(=O)OC)c2cccc3cc(-c4ccccc4)c4ccc1c4n32	-11	5%	-12%	0	1%	11%	19%	10%[57.5 µM]	-10%
O=C(Nc1ccccc1Cc1ccccc1)c1ccc2c(c1)SC1=NS(=O)(=O)CCN12	-24	4%	-38%	0	-1%	1%	-4%	i	24%
CC1(C(=O)NS(=O)(=O)c2cccc(C#N)c2)CCN1C(=O)CC1CCCC1 (stereo not given)	-9	-7%	0%	-7	-1%	-6%	29%	-1%	-2%
COc1ccc2c(CNC3CCCC3)c(C(=O)O)n(Cc3ccccc3C)c2c1	.	.	4%	-7	.	8%	10%	i	0%
C=CCNC(=O)CCC(=O)NNc1nc2ccccc2c2nc(-c3ccccc3)nn12	-10	-3%	-3%	-1	-2%	-5%	-4%	-14%	-19%
COc1ccc(NC(=S)NCCc2c(C)[nH]c3ccc(OC)cc23)cc1	-1	7%	0%	-2	2%	-19%	3%[0.397 µM]	i	-31%

2 records picked at random from the list so far:
SMILES	DRD3 antagonist	GLP-1R agonist	KB-V1 cytotox	DRD3 agonist	aSyn rescue	GLP1R inv ag	TDP-43 yeast inh	PTHR1 agonist	GLP1R cytotox
COCCn1c(SCC(=O)NCC(c2ccccc2)N(C)C)nc2sc3c(c2c1=O)CCC3 (stereo not given)	-9	13%	-19%	-10	-4%	-27%	-17%	i	3%
CC(C)CN(C(=O)COC(=O)CNC(=O)c1ccccc1F)C1CCS(=O)(=O)C1 (stereo not given)	-14	2%	2%	-5	-8%	8%	-24%	38%	-2%

The results go on:
SMILES	DRD3 antagonist	GLP-1R agonist	KB-V1 cytotox	DRD3 agonist	aSyn rescue	GLP1R inv ag	TDP-43 yeast inh	PTHR1 agonist	GLP1R cytotox
Cc1ccsc1C(=O)OC(C)C(=O)NC1CCCCC1C (stereo not given)	0	7%	-1%	4	0%	-26%	12%	i	1%
CCOc1ccc(-n2c(C)cc(C(=O)CCl)c2C)cc1	-24	-7%	?	-13	-22%	0%[0.307 µM]	8.9µM*	-14%	-6%[0.307 µM]
Cc1ccc(CC(=O)Nc2c(C(=O)N3CCN(c4ccccc4F)CC3)oc3ccccc23)cc1	.	.	-30%	-13	.	?	15%	-3%	-16%
CS(=O)(=O)c1nc(S(=O)(=O)c2ccc(Cl)cc2)c(NCCCN2CCCC2=O)s1	3	11%	0%	-2	4%	-5%	-1%	i	3%
OC(CN1CCCCC1)c1ccc2c3c(cccc13)CC2 (stereo not given)	-28	9%	-27%	-29	-9%	-49%	-15%	i	-32%
COc1ccc(OCC(=O)OCC(=O)NCc2ccc(F)cc2)cc1	5	2%	0%	3	4%	24%	2%	i	76%[activator]

Of the compounds above, these contain a Cl atom.
SMILES	DRD3 antagonist	GLP-1R agonist	KB-V1 cytotox	DRD3 agonist	aSyn rescue	GLP1R inv ag	TDP-43 yeast inh	PTHR1 agonist	GLP1R cytotox
Cc1nn2c(=O)cc(CSCC(=O)Nc3ccccc3Cl)nc2s1	-12	-2%	-14%	-4	-4%	8%	-8%	?	0%
O=C(NCCCSc1ccccc1)c1cnc(Cl)c(Cl)c1	9	0%	-4%	0	5%	-8%	?	-31%[inhibitor]	3%
CCOC(=O)C1(Cc2cccc(Cl)c2)CCCN(C(=O)CCNC(C)=O)C1 (stereo not given)	6	10%	0%	9	1%	11%	-16%	-5%	6%
Cc1ccc(CNC(=O)CCS(=O)(=O)c2ccc(Cl)cc2)cc1	12	-3%	11%	-5	-7%	-6%	5%	i	0%
CCCCCC(=O)NNC1=NCC(Cc2cccc(Cl)c2)S1 (stereo not given)	20	0%	?	5	-10%	-13%[7.66 µM]	-17%	i	10%[7.66 µM]
CCOC(=O)c1ccc(NC(=O)C2(c3ccc(Cl)cc3)CCCC2)cc1	8	-8%	?	-9	0%	?	-7%	-8%[57.5 µM]	-16%
CCOc1ccc(-n2c(C)cc(C(=O)CCl)c2C)cc1	-24	-7%	?	-13	-22%	0%[0.307 µM]	8.9µM*	-14%	-6%[0.307 µM]
CS(=O)(=O)c1nc(S(=O)(=O)c2ccc(Cl)cc2)c(NCCCN2CCCC2=O)s1	3	11%	0%	-2	4%	-5%	-1%	i	3%

Assay outcomes as filed in PubChem.

These rows are one share of the data; count on the stated rates, not on these rows.
